GLA spleen mod – alpha-galactosidase A (human) modulation | human spleen homogenate, 4MU-alpha-Gal fluorescence, 40 min | P06280 | 240,000 compounds, 0.008% hits | Potency, µM (top dose mostly 80 µM), inactives show at the top dose activity change, negative = inhibition, actives largely listed as inhibitors | AID 2107;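 further: potency means the concentration at half of the fitted maximal effect; 0% = enzyme with vehicle and -100% = no enzyme basal signal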
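Human spleen homogenate (1 ug) as enzyme source, 4-methylumbelliferyl-alpha-D-galactopyranoside 1 mM final, citrate/phosphate pH 5.0 with 0.01% Tween-20. Compounds 40 min at 37C, NaOH/glycine stop; fluorescence Ex 365/Em 440, Hill-fit AC50.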
Tau fluor counter – counter-screen for tau fibril formation inhibitors. tau K18 P301L Alexa594 fluorescence, heparin fibrillization. Potency, µM (titrated, usually from 57.7 µM), without a hit: at the highest dose activity change, negative = decrease. 280,000 compounds, 0.93% hits; further: potency means the concentration at half of the fitted maximal effect; on the % scale 0 is the no-effect control and ±100 the full control effect; nearly all actives have a fitted effect of over 55% in size
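Human tau K18 P301L (15 uM unlabeled, 0.24 uM Alexa 594-labeled) in 100 mM sodium acetate pH 7 with 20 uM heparin, 6 hr at 37 C. ThT 30 uM added, 1 hr ambient; Alexa 594 FP and total fluorescence read at 555/632 nm.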
Epigenetic derep – epigenetic control regulation, reporter derepression | murine LDR cells, GFP reporter derepression, 30 h | Potency, µM (top dose mostly 53.9 µM), without a hit: at the top dose GFP activation, hits mostly activators | 280,000 compounds, 0.2% hits | AID 1865; further: potency means the concentration at half of the fitted maximal effect; % of control where 0% means no effect; nearly all actives have a fitted effect of over 60% in size
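Readout is the number of GFP-expressing murine LDR cells, counted by cytometry following washing. Cells were treated with compound for 30 h at 37 C; the stably integrated CMV-GFP locus is normally silent.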
TRb SRC2 PPI – disrupts binding of human TR beta to SRC2. 280,000 compounds, 0.065% hits. TRbeta-SRC2 peptide binding, fluorescence polarization; receptor liganded with 1 µM T3. Potency, µM (titrated, usually from 106 µM), inactives show at the top dose activity change, negative = inhibition, usual class: inhibitors;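 further: potency means the concentration at half of the fitted maximal effect; plate controls were bound peptide for no effect and peptide without receptor for full effect; nearly all actives have a fitted effect of over 50% in size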
Target sequence (P10828 whole entry, looked up): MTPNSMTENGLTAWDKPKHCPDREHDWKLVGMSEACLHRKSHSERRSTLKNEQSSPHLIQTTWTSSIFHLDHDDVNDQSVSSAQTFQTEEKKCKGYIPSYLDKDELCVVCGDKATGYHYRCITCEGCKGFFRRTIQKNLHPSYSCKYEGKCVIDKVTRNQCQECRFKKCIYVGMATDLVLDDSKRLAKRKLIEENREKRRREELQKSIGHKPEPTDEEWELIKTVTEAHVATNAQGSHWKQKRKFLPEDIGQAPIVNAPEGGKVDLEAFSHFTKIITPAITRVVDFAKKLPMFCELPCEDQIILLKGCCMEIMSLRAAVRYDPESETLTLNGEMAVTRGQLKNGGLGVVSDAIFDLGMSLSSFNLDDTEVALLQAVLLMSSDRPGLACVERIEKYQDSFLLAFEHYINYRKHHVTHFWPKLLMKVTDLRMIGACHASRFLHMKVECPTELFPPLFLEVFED
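Fluorescence polarization of 20 nM Texas Red SRC2 peptide (20-aa NR interaction domain) bound to 0.6 uM human TRb ligand-binding domain, with 1 uM T3, after 5 hr at ambient temperature; inhibition seen as decreased polarization.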
Tau fibril FP – blocks human tau fibril formation measured by polarization. Potency, µM (highest dose often 57.7 µM), without a hit: top-dose activity, negative = inhibition, usual class: inhibitors. 280,000 compounds, 0.39% hits. P10636. K18 P301L tau heparin fibrillization, Alexa594 FP, 6 h; further: potency means the concentration at half of the fitted maximal effect; on the % scale 0 is the no-effect control and ±100 the full control effect; nearly all actives have a fitted effect of over 55% in size
Target sequence (P10636 561-689 P618L limits assumed): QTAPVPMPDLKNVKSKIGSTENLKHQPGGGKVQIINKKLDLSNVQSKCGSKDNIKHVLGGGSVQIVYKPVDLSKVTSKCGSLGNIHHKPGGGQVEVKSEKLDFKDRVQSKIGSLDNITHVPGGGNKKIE
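Human K18 P301L fragment (15 uM unlabeled plus 0.24 uM Alexa 594-labeled) in 100 mM sodium acetate pH 7 with compound, aggregation induced by 20 uM heparin for 6 hr at 37 C. ThT (30 uM) added for 1 hr, then Alexa 594 FP read.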
TexasRed fluor – Texas Red fluorescence interference in TRb-SRC2 counter-screen; 280,000 compounds, 0.29% hits; Potency, µM (top dose mostly 106 µM), inactives show top-dose fluorescence change, negative = quenching; AID 1479; TRb/SRC2 Texas Red total fluorescence interference; active means well fitted curve in either direction with a large enough effect; inconclusive means small, poorly fitted or top-dose-only effect; further: potency means the concentration at half of the fitted maximal effect; on the % scale 0 is the no-effect control and ±100 the full control effect
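Flags fluorescent or light-absorbing compounds by total fluorescence, S + 2P, at 555 nm excitation and 632 nm emission. Mixture: 20 nM Texas Red SRC2 peptide, 0.6 uM human TRb LBD, 1 uM T3, 5% DMSO; compound exposure 5 h at ambient temperature.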
CBFb-RUNX1 inh – inhibitors of human CBF-beta and RUNX1 interaction; AlphaScreen CBFb-His/RUNX1-biotin binding, biochemical; Potency, µM (top dose mostly 59.8 µM), without a hit: at the highest dose activity, negative = inhibition, hits mostly inhibitors; 230,000 tested, under 10 active; further: % of control where 0% means no effect
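Read-out: AlphaScreen. Format: His-CBF-beta with biotinylated RUNX1 (30 nM each) preincubated 20 min, compound 15 min, Ni-chelate plus streptavidin beads 90 min; room temperature throughout.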
NPSR antagonist – neuropeptide S receptor (human) antagonism, cAMP; Q6W5P4; CHO-NPSR cells, cAMP TR-FRET, antagonist mode; Potency, µM (top dose mostly 38.3 µM), without a hit: at the highest dose activity change, negative = inhibition, usual class: inhibitors; 220,000 compounds, 1% hits; further: potency means the concentration at half of the fitted maximal effect; on the % scale 0 is the no-effect control and ±100 the full control effect; nearly all actives have a fitted effect of over 50% in size; many of its hits are not listed in these tables
Target sequence (Q6W5P4 whole entry, looked up): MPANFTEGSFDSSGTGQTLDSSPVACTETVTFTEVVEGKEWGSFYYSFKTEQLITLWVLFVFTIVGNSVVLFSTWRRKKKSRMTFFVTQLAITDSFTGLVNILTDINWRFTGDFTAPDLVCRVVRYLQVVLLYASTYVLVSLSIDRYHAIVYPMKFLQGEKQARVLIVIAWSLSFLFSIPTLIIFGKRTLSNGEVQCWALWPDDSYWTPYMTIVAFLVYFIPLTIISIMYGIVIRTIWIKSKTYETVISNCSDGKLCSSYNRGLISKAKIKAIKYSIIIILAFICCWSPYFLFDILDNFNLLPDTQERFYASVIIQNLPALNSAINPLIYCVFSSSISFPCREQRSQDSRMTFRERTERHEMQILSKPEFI
* marks the source's active call; other numbers are inactive results; ? = inconclusive; nt = no result given; & = joins results of further samples; [ ] = another dose, or the depositor's remark. Unless noted, the call rests on the fitted dose curve; in most records, active means well fitted curve in the direction sought with a large enough effect; inconclusive means small, poorly fitted or top-dose-only effect, or another doubt; inactive means no such curve, though single readings can be large; an effect the other way counts as inactive or inconclusive. This is a subset (hit frequency here may not be typical).

1: NNc1ccc(S(=O)(=O)N2CCCCC2)cn1
2: O=c1oc2ccc(Cl)cc2nc1/C=C(\O)c1cccs1
3: COC(=O)c1ccc(S(=O)(=O)NC(C)(C)C)n1C
4: Nc1c(C(=O)Nc2ccccc2)nnn1Cc1ccc(F)cc1Cl
5: O=C(c1ccc2c(c1)N(Cc1ccc(Cl)cc1)C(=O)c1ccccc1S2=O)N1CCC(Cc2ccccc2)CC1 (stereo not given)
6: O=C(COc1ccc(C(=O)c2ccccc2)cc1)NCc1ccc(F)cc1
7: CCCCC(=O)Nc1ccc(C(=O)NNC(=O)CCCOc2ccc(Cl)cc2Cl)cc1
8: Cc1ccc(CN(C(=O)COc2ccc(C(C)(C)C)cc2)C2CCS(=O)(=O)C2)o1 (stereo not given)
9: COc1ccc(-c2cc(C(F)(F)F)nc(-n3ccnc3)n2)cc1
10: Cc1ccc(C(=O)NCc2ccc(Cl)cc2)o1

Assay by compound	1	2	3	4	5	6	7	8	9	10
GLA spleen mod	8%	-25%	1%	nt	nt	1%	4%	nt	5%	3%
Tau fluor counter	-12%	-23%	-9%	-18%	-1%	-24%	-4%	-9%	-7%	-1%
Epigenetic derep	0.9%	1.7%	-1.0%	0.0%	-0.3%	2.6%	-0.9%	0.0%	14%	0.0%
TRb SRC2 PPI	6%	1%	-2%	-8%	3%	-1%	4%	0%	-11%	3%
Tau fibril FP	-2%	-4%	7%	-10%	7%	-1%	-17%	-3%	-2%	-14%
TexasRed fluor	-3%	-1%	-1%	1%	-9%	?	0%	-26%	-4%	1%
CBFb-RUNX1 inh	0%	16%	-1%	nt	nt	0%	-8%	nt	-1%	-1%
NPSR antagonist	7%	13%	-26%	nt	nt	?	5%[46.1 µM]	nt	-23%	-2%[46.1 µM]

11: CC(C)c1ccc(S(=O)(=O)N2CCN(C(=O)c3ccco3)CC2)cc1
12: C=CCN1C(=O)c2cccc3c(N4CCCCC4)ccc(c23)C1=O
13: COc1ccc(CN2CCC(CO)(Cc3ccccc3)CC2)cc1Cn1cccn1
14: CC(C)(C)NC(=O)COC(=O)c1ccccc1NC(=O)c1ccco1
15: C=CCN1C(=NC(=O)CCC)SC2CS(=O)(=O)CC21 (stereo not given)
16: CC1CN(C(=O)N[C@@H](Cc2ccccc2)C(=O)O)CC(C)O1 (stereo not given in full)
17: Cc1ccc(NC(=O)CCn2cc(C(F)(F)F)ccc2=O)cc1
18: COc1ccc(C2C=C(c3ccc(Br)s3)Nc3ncnn32)cc1OC (stereo not given)
19: O=C(NC1CCCC1)c1ccc(CN2CCOCC2)cc1
20: COc1cccc(Cc2nc3ccccc3nc2SCC(=O)Nc2ccccc2F)c1

Assay by compound	11	12	13	14	15	16	17	18	19	20
GLA spleen mod	1%	-4%	-5%	4%	8%	-4%	4%	1%	-9%	nt
Tau fluor counter	-8%	-10%	-3%	-4%	1%	-3%	-4%	-20%	0%	-10%
Epigenetic derep	0.2%	?	-2.0%	-0.1%	?	-0.7%	2.1%	-2.2%	0.1%	-4.2%
TRb SRC2 PPI	0%	4%	11%	6%	-2%	4%	4%	0%	-5%	-4%
Tau fibril FP	-4%	-2%	0%	-2%	1%	4%	0%	-4%	5%	5%
TexasRed fluor	1%	0%	-2%	3%	-2%	0%	-1%	-6%	-6%	-2%
CBFb-RUNX1 inh	2%	24%	4%	4%	-2%	1%	-1%	12%	-1%	nt
NPSR antagonist	-17%	-51%	5%	-21%	4%[46.1 µM]	-4%[46.1 µM]	-28%	-3%[46.1 µM]	14%[46.1 µM]	nt

21: O=C(CSc1ccsc1[N+](=O)[O-])N1CCN(c2ccccn2)CC1
22: Cc1ncn(C23CC4CC(CC(O)(C4)C2)C3)n1
23: c1ccc2c(c1)[nH]c1c(N3CCC4(CC3)OCCO4)ncnc12
24: O=C(CCCCCn1c(=O)[nH]c2ccccc2c1=O)NCc1ccccc1
25: COc1ccccc1-n1c(C)cc(SC)c(C(C)=O)c1=S
26: O=C(O)CCCn1nc(-c2ccccc2)c2ccccc21
27: CC(OC(=O)c1cc(-c2cccnc2)nc2ccccc12)C(=O)Nc1ccc2ccccc2c1 (stereo not given)
28: CN1CCN(NC(=O)c2ccc(COc3ccccc3Br)o2)CC1
29: CCCC(N)CCCCCC(=O)O (stereo not given)
30: COc1cccc(C(=O)N2CCN(Cc3nc(CC4CC4)no3)CC2)c1

Assay by compound	21	22	23	24	25	26	27	28	29	30
GLA spleen mod	7%	-9%	5%	nt	-5%	0%	2%	5%	-2%	-4%
Tau fluor counter	-5%	-4%	-14%	-9%	-8%	-1%	-22%	5%	1%	-6%
Epigenetic derep	-1.2%	0.0%	-0.7%	0.0%	-0.6%	0.0%	-1.3%	-1.5%	-1.0%	0.0%
TRb SRC2 PPI	2%	0%	-3%	-3%	2%	-2%	-4%[53 µM]	-2%	2%	0%
Tau fibril FP	-4%	-6%	5%	-2%	-8%	0%	1%	4%	-1%	-6%
TexasRed fluor	-1%	-1%	-6%	-1%	1%	-1%	-2%[53 µM]	-4%	-4%	-5%
CBFb-RUNX1 inh	-5%	1%	0%	nt	3%	10%	-16%	16%	5%	2%
NPSR antagonist	-12%	11%[46.1 µM]	-14%[46.1 µM]	nt	-4%[46.1 µM]	-15%[46.1 µM]	-14%	13%	0%[46.1 µM]	4%

31: Cc1ccc(C)c(NC(=O)CSc2nc(-c3ccccc3)c(C#N)c(=O)[nH]2)c1
32: O=C(CSCc1ccc(Cl)cc1)NCc1ccc2c(c1)OCO2
33: CN1CCN(C(=O)C2(NC(=O)Nc3cccc(F)c3)CCCCC2)CC1
34: CCN(Cc1ccncc1)C(=O)C(CO)c1ccccc1 (stereo not given)
35: CC(=O)NCCn1c(SCC(=O)c2ccccc2)nc2ccccc2c1=O
36: CCOC(=O)c1c(-c2ccccc2)csc1NC(=O)CSc1nnnn1C
37: COc1cc(CC(=O)OC2CCOC2=O)cc(OC)c1OC (stereo not given)
38: Clc1ccc(-n2nnnc2SCc2c(-c3ccccc3)nc3sccn23)cc1
39: COc1ccc(/C=C/c2onc(C)c2S(=O)(=O)N2CCC(C(=O)N3CCCCC3)CC2)cc1
40: Cc1cc(C)n(-c2ccc(C(=O)NCc3ccc4c(c3)OCO4)cc2)n1

Assay by compound	31	32	33	34	35	36	37	38	39	40
GLA spleen mod	nt	-15%	-2%	8%&-4%&3%	3%	10%	6%	-1%	nt	-1%
Tau fluor counter	-12%	-7%	-3%	-4%&-3%&-29%	-15%	-26%	1%	-9%	-4%	-6%
Epigenetic derep	-1.6%	-0.7%	-4.1%	2.4%&0.0%&-0.5%	0.0%	-0.1%	1.1%	0.2%	-1.1%	1.6%
TRb SRC2 PPI	-9%	-1%	-2%	2%&5%&-2%	4%	2%	10%	-12%	1%	-1%
Tau fibril FP	9%	4%	-6%	?	-8%	-2%	4%	0%	6%	4%
TexasRed fluor	-74%	1%	-3%	-3%&-1%&-1%	-1%	-7%	-3%	1%	1%	-1%
CBFb-RUNX1 inh	nt	2%	12%	31%&17%&9%	3%	2%	-1%	-2%	nt	3%
NPSR antagonist	nt	-4%[46.1 µM]	-16%[46.1 µM]	-6%[46.1 µM]	?	?	-3%[46.1 µM]	-20%[46.1 µM]	nt	-17%[46.1 µM]

Next section; it opens with the 2 that closed the last part.
39: COc1ccc(/C=C/c2onc(C)c2S(=O)(=O)N2CCC(C(=O)N3CCCCC3)CC2)cc1
40: Cc1cc(C)n(-c2ccc(C(=O)NCc3ccc4c(c3)OCO4)cc2)n1
41: CCOC(=O)C(Sc1cc(-c2ccccc2)nc2ncnn12)C(C)=O (stereo not given)
42: C=CCn1c(=O)/c(=C/c2ccc(C)o2)s/c1=C(/C#N)C(=O)c1ccccc1
43: O=S(=O)(Nc1cccc(-c2cn3c(n2)SCC3)c1)c1cccs1
44: COc1ccc(CNC(=O)c2cnc3n(c2=O)CCS3)cc1
45: O=C(O)c1ccc(N2CCCC2=O)cc1
46: O=C(NCc1cccc(F)c1)C1CCN(c2nc3ccccc3nc2C(F)(F)F)CC1
47: CCN1CCN(C(=S)c2ccc(Br)cc2)CC1
48: COc1cc(OC)c(NC(=O)c2c(-c3ccccc3)noc2C)cc1Cl
49: Cc1ccc([N+](=O)[O-])c(OCC(=O)OCC(=O)c2ccccc2)c1
50: Cn1cnnc1Sc1ccc(C(=O)OCC(=O)NC2CC2)cc1[N+](=O)[O-]
51: CC(C(Sc1ccccc1N)c1ccccc1)[N+](=O)[O-] (stereo not given)
52: CC(=O)OCCNc1cc(SC(C)C)c2nonc2c1[N+](=O)[O-]

Assay by compound	39	40	41	42	43	44	45	46	47	48	49	50	51	52
GLA spleen mod	nt	-1%	1%	-7%	6%	-3%	2%	nt	-6%	5%	-5%	-14%	-3%	-5%
Tau fluor counter	-4%	-6%	-10%	?	-22%	-3%	10%	-12%	-2%	-10%	-15%	4%	-25%	-29%
Epigenetic derep	-1.1%	1.6%	?	?	0.0%	2.9%	0.3%	-2.1%	-0.9%	3.6%	1.0%	-3.5%	?	-0.1%
TRb SRC2 PPI	1%	-1%	1%	?	-4%	-9%	11%	6%	-3%	0%	-1%	-6%	-13%	0%
Tau fibril FP	6%	4%	-7%	-5%	4%	5%	2%	-17%	-3%	-11%	-9%	2%	?	1%
TexasRed fluor	1%	-1%	-2%	?	-3%	-2%	1%	-1%	-4%	-4%	0%	-4%	-2%	-2%
CBFb-RUNX1 inh	nt	3%	-3%	-25%	-4%	7%	2%	nt	-2%	8%	2%	7%	-12%	-2%
NPSR antagonist	nt	-17%[46.1 µM]	-47%	-26%[46.1 µM]	-1%	5%	-19%[46.1 µM]	nt	-2%[46.1 µM]	-20%[46.1 µM]	10%	3%	?	-9%

Source: PubChem BioAssay
